# PhoP inhibition: inhibitors of PhoP regulon expression, primary screen, Salmonella Typhimurium, GFP reporter (AID 1863). S. Typhimurium PhoP-regulated promoter GFP reporter, 4 h; higher % means a stronger effect. inhibition, % at 50 µM; hits with a dose series show IC50 in µM. 0.16% of 300,000 active;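 active means inhibition over 29.93%, a cutoff 3 SD above the screen mean, later confirmed by dose response; inconclusive means inhibition over 29.93% but no dose response follow-up; inactive means inhibition at most 29.93% or unconfirmed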;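 further: 0% = low Mg2+ inducing control and 100% = high Mg2+ repressing control; strong numbers were not always called active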
# UTI89 phage lysis: inhibition of K1F phage lysis, E. coli UTI89, bacterial capsule biogenesis inhibitors, alamar blue (AID 488966); E. coli UTI89 K1F phage lysis, alamar blue, 2 h; higher % means a stronger effect; inhibition, % at 100 µM, or IC50 in µM where a hit was titrated; 0.02% of 340,000 active;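 active means phage lysis inhibition, versus mean bacterial control, above a set limit; inconclusive means no clear call, values can overlap the other calls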;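 further: capsule biogenesis inhibitors block K1F phage lysis so surviving cells raise fluorescence; higher fluorescence means more inhibition of phage lysis; actives were called in the ten point dose series up to 300 µM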
# TNAP activation fold: human TNAP enzyme activators, primary screen, biochemical, luminescent, no phosphate acceptor, uHTS (AID 1001); Alkaline phosphatase, tissue-nonspecific isozyme (Homo sapiens); purified TNAP, luminescent activation assay, no phosphate acceptor; higher activation fold means a stronger effect; activation fold at 20 µM; hits with a dose series show EC50 in µM; 0.03% of 200,000 active; in the data active means activation fold from about 3, or a potency from the dose series; inactive means the rest, 99 in 100 with activation fold below about 1.6; further: many of its hits are not listed in these tables
# Myeloid diff 2: induction of myeloid progenitor differentiation, primary screen, cell-based, flow cytometry, MLPCN library | ER-HoxA9 myeloid progenitors, lysozyme-GFP differentiation | calls only at 10 µM | 1% of 360,000 active;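 active means normalized GFP-positive differentiation at or above the plate's own cutoff, the solvent-only control mean plus 3 SD; inconclusive means no clear call, values can overlap the other calls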;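 further: cells exposed to compound for four days before flow analysis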
# T cell HTS: modulators of CD8 T cell-vesicle binding, primary screen, mouse 2C CD8+ T cells, flow cytometry. 2C CD8+ T cell-vesicle binding; stronger effect = lower value. calls only at 7 µM. 0.068% of 330,000 active. AID 2052, 2009;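 active means response, share of CD8 T cells binding vesicles, and their 90th percentile fluorescence all below set limits, cut at about 80% in these data, passing the limit was not always enough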
#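 Material: 2C TCR transgenic mouse naive CD8+ T cells, MACS-purified. Also added: QL9-charged Drosophila Ld/ICAM-1/B7-1 vesicles. Timing: binding 1.5 h at 37 °C. Measured by: high-throughput flow cytometry with anti-B7-1 and anti-CD8 staining. Read-out: percent CD8+ FL2 mean versus row control. Controls: Unloaded micro-vesicles (low), QL9 vesicles with 0.7% DMSO (high).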
# MgcRacGAP inhibition: MgcRacGAP GTPase-activating activity inhibitors, confirmation, biochemical, ADP Hunter fluorescence | Rac GTPase-activating protein 1 (Homo sapiens) | MgcRacGAP-stimulated Rac1 GTP hydrolysis, ADP Hunter fluorescence; higher % means a stronger effect; GST-tagged Rac1 F28L mutant substrate | inhibition, % at 30 µM, or IC50 in µM where a hit was titrated | 0.6% of 340,000 active | AID 624330, 2012;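 active means first-screen hits whose inhibition reached a set limit at any dose in the follow-up dose series; inconclusive means inhibition above the set first-screen limit but never retested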;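 further: fluorescence reports GDP produced by GAP-driven GTP hydrolysis; strong numbers were not always called active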
# RSV antiviral HEp-2: RSV antiviral activity via CPE protection, HEp-2 cells, primary 10 µM value included (AID 2391); HEp-2 cells, RSV-induced CPE inhibition; higher % means a stronger effect; CPE inhibition, % at 10 µM; hits with a dose series show IC50 in µM; 0.13% of 310,000 active; in the data active means a potency from the dose series; inconclusive means CPE inhibition mostly from about 23% at the one dose, without a potency; inactive means the rest, 99 in 100 with CPE inhibition below about 21%; further: strong numbers were not always called active
# SV40 large T antigen: SV40 large T antigen inhibitors, biochemical (AID 1903); 0.39% of 310,000 active; SV40 large T antigen ATPase/helicase inhibition assay; higher % means a stronger effect; one-dose inhibition, % at 20 µM; IC50 in µM for titrated hits; in the data active means a potency from the dose series; inconclusive means inhibition mostly from about 32% at the one dose, without a potency; inactive means the rest, 99 in 100 with inhibition below about 32%; further: strong numbers were not always called active
# NTR1 ag: agonists of NTR1, primary screen, imaging, U2OS cells, beta-arrestin-GFP, high content (AID 493036); NTR1-U2OS beta-arrestin-GFP spot imaging, agonist mode; activation, % at 20 µM; 0.17% of 330,000 active;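 active means activation at or above 40% of the spot to cytoplasm intensity ratio, with at least 20 cells analyzed; inconclusive means wells under 20 cells, flagged as cytotoxic or low count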;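 further: 0% = DMSO without peptide and 100% = 100 nM NTR1 peptide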
# Target sequence (P30989 whole entry, looked up): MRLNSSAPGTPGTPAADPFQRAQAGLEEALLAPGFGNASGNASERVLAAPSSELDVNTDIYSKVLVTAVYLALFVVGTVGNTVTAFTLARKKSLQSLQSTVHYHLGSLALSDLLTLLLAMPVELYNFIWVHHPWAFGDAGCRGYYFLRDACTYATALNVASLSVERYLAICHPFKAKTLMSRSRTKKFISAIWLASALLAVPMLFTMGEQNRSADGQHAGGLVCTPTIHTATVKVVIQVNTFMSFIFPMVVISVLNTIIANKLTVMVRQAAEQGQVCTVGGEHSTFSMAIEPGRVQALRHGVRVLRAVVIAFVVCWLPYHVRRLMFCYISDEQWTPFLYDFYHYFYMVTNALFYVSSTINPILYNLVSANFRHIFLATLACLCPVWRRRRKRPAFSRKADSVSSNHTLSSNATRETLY
# T cell HTS vesicle-bound %: second read-out of T cell HTS, no call of its own (marks repeat the call); double positive events, %; measured here: CD8+ vesicle-bound cell fraction;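 binding gate set so that unloaded-vesicle control wells show 10% double positive cells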
# NTR1 ag cell count 20 µM: second read-out of NTR1 ag, no call of its own (marks repeat the call); cell count; measured here: cell count, cytotoxicity flag
# Myeloid diff 2 GFP+ MAC1+ %: recorded beside Myeloid diff 2, whose call it bears; GFP+ MAC1+ double positive, %; measured here: differentiation confirmed by MAC1 staining
# The depositor's hits bear a star; i = inactive; ? = inconclusive; / = no result given; & = joins results of further samples; [ ] = dose if it differs, or a comment.
SMILES,PhoP inhibition,UTI89 phage lysis,TNAP activation fold,Myeloid diff 2,Myeloid diff 2 GFP+ MAC1+ %,T cell HTS,T cell HTS vesicle-bound %,MgcRacGAP inhibition,RSV antiviral HEp-2,SV40 large T antigen,NTR1 ag,NTR1 ag cell count 20 µM
COc1ccccc1N=Cc1c(C)c(C#N)c2[nH]c3ccccc3n2c1=O,-4%,0.3%,0.9,i,0.3,i,22,14%,2.3%,4%,2.1,60
O=C(c1ccc(CNc2c(NC3CCCCC3)c(=O)c2=O)cc1)N1CCc2ccccc21,2%,-1.1%,1.2,i,1.5,/,/,5%,/,6%,/,/
CC(C)c1ccccc1-n1c(SCC(=O)c2ccc3c(c2)NC(=O)CO3)nc2ccccc2c1=O,-1%,0.4%,1.1,i,0.0,i,21,5%,16%,8%,5.0,58
O=C(N=C1SC2CS(=O)(=O)CC2N1c1ccc(Cl)c(Cl)c1)C1CCCO1 (stereo not given),3%,0.2%,/,i,3.1,i,14,-6%,2.4%,8%,-0.3,51
COc1ccc(OC)c(CNC(=O)C2CCN(S(=O)(=O)N3CCCC3)CC2)c1,-8%,1.8%,1.1,i,6.9,i,60,2%,-0.8%,7%,1.2,65
COc1cc(C(=O)COC(=O)c2cccs2)cc(OC)c1OC,/,-2.7%,/,i,1.4,i,31,-3%,/,/,1.1,54
O=C(COc1ccc(Cl)cc1Cl)Nc1nnc(C2=COCCO2)o1,6%,0.3%,1,i,0.4,i,45,4%,0.5%,14%,0.0,58
O=C(O)CCNC(=O)c1ccccc1,-4%,0.7%,1.1,i,2.9,i,19,-3%,0.3%,9%,-0.1,52
COc1ccc(NC(=O)n2ncc3c(C)cccc32)cc1OC,11%,0.2%,/,i,0.3,i,34,41%,-2.2%,-1%,2.1,80
COc1ccc(OC)c(COC(=O)c2cc([N+](=O)[O-])ccc2N2CCOCC2)c1,/,2.6%[50 µM],/,?,/,i,10,0%,-0.2%,/,15,53
CCN1/C(=C/C=C/C=C/c2sc3ccccc3[n+]2CC)Sc2ccccc21,19µM*,/,53*,/,/,i,97,/,-3.9%,?,19,70
COc1ccc(NC(=O)c2cc(S(=O)(=O)N3CCCCC3)c[nH]2)c(OC)c1,/,0.0%,/,i,1.3,i,0,2%,2.0%,/,-1.4,68
CC(=O)Nc1ccc(NC(=O)CSC2=NS(=O)(=O)c3ccccc3N2)cc1,4%,0.8%[50 µM],/,i,0.4,i,46,7%,1.1%,13%,-0.4,61
COc1ccc(CCNC(=O)CCn2c(=O)oc3ccccc32)cc1,-3%,3.2%,1.1,i,3.3,i,22,6%,0.8%,2%,3.1,55
O=C(NCCCc1nc2ccccc2[nH]1)c1ccc(F)cc1,7%,0.3%,1.2,i,0.2,i,39,11%,1.6%,1%,0.4,48
COc1ccccc1NS(=O)(=O)c1cc(NC(=O)CNC(=O)c2ccc(C)s2)ccc1Cl,-12%,0.8%,1,i,0.9,i,56,4%,?,11%,-2.8,86
CC(C)Oc1ccc(CCNC(=O)CC2C(=O)NCCN2C)cc1 (stereo not given),-4%,0.7%,/,i,0.5,i,22,4%,12%,3%,0.7,58
Cc1cc(C(=O)OCC(=O)N(C)c2ccccc2)c(C)o1,/,0.2%[50 µM],/,i,1.2,i,42,14%,/,/,-1.7,48
CSc1nnc2c(n1)OC(c1ccc(C(=O)O)cc1)N(C(C)=O)c1ccccc1-2 (stereo not given),4%,-3.2%,1.1,i,0.8,i,18,-12%,0.1%,5%,-0.2,56
CC1(C)CC(O)CC(C)(C)N1CC(O)COCCOc1ccc(Br)cc1 (stereo not given),5%,0.6%,1,i,0.6,i,55,7%,-0.2%,16%,-0.2,80
CC(SCc1ccccc1)C(=O)Nc1ccccc1-c1ccccc1 (stereo not given),2%,1.3%,1,i,1.5,i,19,-10%,11%,6%,2.0,56
CCOC(=O)C1CCN(C(C(=O)NC2CCCCC2)c2ccc(OC)cc2)CC1 (stereo not given),-1%,6.2%,1,i,0.7,i,10,7%,-0.1%,5%,1.1,63
O=C(NC(=S)Nc1ccc2c(c1)OCO2)c1ccccc1,2%,1.6%,1.1,i,0.3,i,51,10%,1.0%,4%,3.9,41
COc1cccc(-c2cc(C(=O)Nc3ccn(Cc4ccc(C)cc4)n3)no2)c1,-1%,0.1%,1,i,0.6,i,31,8%,7.4%,5%,2.3,62
CC1=C(C(=O)OC2CCCCC2)C(c2ccc(O)cc2)NC(=O)N1 (stereo not given),6%,-0.1%,/,i,0.7,i,46,9%,1.5%,28%,0.5,54
# Other compounds follow:
SMILES,PhoP inhibition,UTI89 phage lysis,TNAP activation fold,Myeloid diff 2,Myeloid diff 2 GFP+ MAC1+ %,T cell HTS,T cell HTS vesicle-bound %,MgcRacGAP inhibition,RSV antiviral HEp-2,SV40 large T antigen,NTR1 ag,NTR1 ag cell count 20 µM
COC(=O)CSc1nnc(-c2ccncc2)o1,-9%,-0.1%,1.1,i,3.2,i,22,-10%,2.5%,0%,0.6,77
COc1ccc2nc(SCC(=O)NCc3ccc(S(N)(=O)=O)cc3)[nH]c2c1,0%,0.0%,/,i,0.3,i,26,10%,1.8%,3%,-0.7,76
Cc1ccc(NC(=O)c2ccc(=O)[nH]c2)cc1S(=O)(=O)N1CCCCC1,/,0.2%,/,i,2.7,i,30,2%,0.5%,6%,1.4,59
COc1cccc(CN2CCCC(C(=O)c3ccc4c(c3)OCO4)C2)c1O (stereo not given),12%,0.2%,1,i,0.9,i,28,3%,-0.9%,6%,1.7,47
CC1CN(C(=O)/C=C/c2ccc3c(c2)OCO3)CC(C)O1 (stereo not given),-12%,5.3%,1,i,9.1,i,32,6%,0.0%,5%,3.2,56
Cc1ccc(NC(=O)C2CCCN(S(=O)(=O)c3ccc(-n4cnnn4)cc3)C2)cc1 (stereo not given),-6%,-0.1%,/,i,0.3,i,28,7%,0.7%,9%,-0.1,45
O=C(Nc1ccc(N2CCOCC2)cc1)C1CCCCN1S(=O)(=O)c1ccccc1 (stereo not given),/,0.0%,/,i,0.2,i,9,8%,2.1%,18%,0.0,60
Cc1cccc(-n2c(=O)[nH]c3c(C(N)=O)nc(C(C)C)nc32)c1,-4%,-0.2%,1.2,i,0.9,i,3,-3%,0.3%,10%,2.8,43
CCC1(CC)NC(=O)N(CC(=O)OCC(=O)NC(=O)c2ccc(Cl)cc2)C1=O,0%,-0.5%,1,i,1.0,i,44,-7%,3.1%,13%,1.1,61
O=C1CCCC2=C1C(c1cccc(O)c1)c1c(ccc3ncccc13)N2 (stereo not given),-1%,-0.2%,1.1,i,0.1,i,52,7%,-1.5%,16%,0.5,55
O=C(O)c1cc2c(cc1NC(=O)c1ccccc1C(F)(F)F)OCCCO2,-5%,0.0%,/,i,0.7,i,10,2%,2.9%,5%,0.7,67
COc1ccccc1NC(=O)COc1ccc(/C=N/NS(=O)(=O)c2ccc(C)cc2)cc1,-8%,0.5%,1.1,i,0.7,i,32,8%,1.9%,5%,1.1,50
COc1ccccc1OCC(=O)NCCSCc1ccc(Cl)cc1,4%,4.0%,1.1,i,0.4,i,37,0%,3.7%,20%,0.7,53
O=C1CN(CC(=O)N2CCCCC2)c2ccccc2O1,4%,0.5%,0.9,i,0.9,i,61,5%,0.7%,-1%,-1.1,59
Clc1nc2sccn2c1/C=N/n1cnc2ccccc21,-12%,2.6%,1.1,i,1.4,i,20,0%,6.0%,12%,0.8,55
CCN(CC)S(=O)(=O)c1ccc(NC(=O)C(C)N(c2ccc(OC)cc2)S(C)(=O)=O)cc1 (stereo not given),3%,-0.8%,1,i,0.3,i,38,4%,3.5%,-1%,-0.3,74
CCc1ccc(NC(=O)c2noc3c2CCc2ccccc2-3)cc1,11%,0.8%,1.2,i,0.6,i,6,3%,6.1%,11%,0.7,83
O=C(O)CCC(=O)N1CCc2cc(S(=O)(=O)N3CCC(Cc4ccccc4)CC3)ccc21,0%,-0.4%,1.2,i,3.4,i,35,10%,1.4%,9%&14%,-0.2,67
Nc1nnnn1/N=C/c1ccco1,-4%,0.0%,1,i,1.1,i,31,6%,2.7%,10%,1.8,63
Cc1cccc(NC2=Nc3ccccc3N3C2=Nc2c(c(C)nn2-c2ccccc2)C3c2ccc(O)c(O)c2)c1 (stereo not given),19%,0.0%,1,i,0.5,i,53,8%,-4.1%,-3%,3.0,41
COc1cc(/C=C/C(=O)OCC(=O)NCc2ccco2)ccc1OCC#N,-5%,1.0%,1,i,0.1,i,50,8%,-0.5%,6%,-0.8,61
Cc1ccc(C2=NN(CC(=O)NCCC(C)C)C(=O)CC2)cc1,-1%,0.6%,/,i,0.6,i,13,3%,1.7%,6%,-1.1,91
OCCC1CN(Cc2nc3c(s2)CCCC3)CCN1Cc1ccccc1 (stereo not given),1%,-0.3%[50 µM],/,i,0.4,i,34,3%,1.4%,12%,0.2,51
O=C1CSC(c2ccco2)N1 (stereo not given),8%,-0.1%,1.1,i,0.7,i,51,1%,0.9%,16%,-0.1,58
CC1(C)Nc2ccccc2C(=O)N1NS(=O)(=O)c1ccccc1,6%,1.2%,1,i,0.4,i,52,2%,1.7%,13%,1.3,60
O=C(NC1CC1)c1ccc(S(=O)(=O)NCC2CCCCC2)cc1,-3%,0.2%,1,i,1.0,i,19,7%,20%,-3%,0.9,58

# Printed as active in PhoP inhibition (from the list above):
molecule	PhoP inhibition	TNAP activation fold	Myeloid diff 2 GFP+ MAC1+ %	T cell HTS	T cell HTS vesicle-bound %	MgcRacGAP inhibition	RSV antiviral HEp-2	SV40 large T antigen
CCN1/C(=C/C=C/C=C/c2sc3ccccc3[n+]2CC)Sc2ccccc21	19µM*	53*	/	i	97	/	-3.9%	?

# Screens (PubChem)
